# GSK3B inh: inhibitors of human GSK3beta kinase. 300,000 tested, 0.038% active. activity score (negative = inhibition), % at 10 µM. GST-GSK3beta kinase, ADP-Glo luminescence, 60 min; active compounds read low;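 active means more than half of replicate wells score below -50%, meaning over 50% inhibition versus plate controls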;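 further: 0% = median DMSO wells and -100% = median GW8510 positive control wells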
# Target sequence (P49841 whole entry, looked up): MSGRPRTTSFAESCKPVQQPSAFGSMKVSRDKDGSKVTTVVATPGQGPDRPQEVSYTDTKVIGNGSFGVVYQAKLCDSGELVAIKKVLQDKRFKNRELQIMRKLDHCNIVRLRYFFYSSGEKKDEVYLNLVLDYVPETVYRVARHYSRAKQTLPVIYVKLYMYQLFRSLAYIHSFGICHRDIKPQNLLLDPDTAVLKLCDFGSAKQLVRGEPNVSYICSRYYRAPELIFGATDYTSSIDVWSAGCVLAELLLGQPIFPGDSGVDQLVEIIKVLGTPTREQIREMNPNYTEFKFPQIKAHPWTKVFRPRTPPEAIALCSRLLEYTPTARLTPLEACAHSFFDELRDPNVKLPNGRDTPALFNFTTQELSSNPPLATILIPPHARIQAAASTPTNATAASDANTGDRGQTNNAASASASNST
#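 Assay system: GST-fused GSK3beta enzyme, cell-free / Medium: Tris pH 7.5 buffer with MgCl2, DTT, BSA, heparin / Also added: peptide substrate plus 25 µM ATP (final) / Compound: 10 µM single point / Timing: kinase reaction with compound 60 min at room temperature / Detection: ADP-Glo luminescence / Benchmarks: DMSO neutral wells and GW8510 at 20 µM as positive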
# hERG rescue: compounds protecting human hERG from proarrhythmic drug block. Q12809. CHO-hERG, FluxOR thallium flux, dofetilide IC70 present. activation (rescue from dofetilide block), less the hit threshold, % at 10 µM. 310,000 tested, 0.51% active. AID 1511;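 active means activation above the mean of controls blocked by dofetilide plus 5 SD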;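 further: thallium influx through hERG after potassium depolarization seen as dye fluorescence rise; in these data hits start at about 4.7%; inactives centre near -7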
# RGS4 act: potentiators or activators of RGS4. HEK293 M3R/inducible RGS4, carbachol calcium flux Fluo4; active compounds read low. B-score at 10 µM. 310,000 tested, 0.92% active. AID 463111;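 active means B-score of the integrated calcium signal more than 4 SD below the library mean, with starting fluorescence not abnormally high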;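 further: negative B-score means reduced calcium response which marks RGS4 activation or potentiation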
#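 Reagent: ECmax carbachol challenge; Test system: M3R-expressing HEK293 line, RGS4 induced by doxycycline; Schedule: overnight RGS4 induction, 30 min dye load 37 °C, 20 min compound RT; Detection: calcium dye Fluo4 fluorescence; Read-out: Agonist-evoked peak-minus-minimum fluorescence over baseline, integrated ratio, B score.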
# GSK3 alpha inh: blocks human GSK-3 alpha kinase; ADP-Glo luminescence, 60 min; inhibition, % at 10 µM; 320,000 tested, 0.1% active; AID 2650;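 in the data active means inhibition above about 50%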;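 further: GST-tagged GSK-3 alpha with peptide substrate and 25 µM ATP; 0% = DMSO neutral wells and 100% = GW8510 positive control wells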
# KCNQ1 block: inhibitors of human KCNQ1 potassium channel; 310,000 tested, 1.3% active; CHO-K1 KCNQ1, FluxOR thallium flux fluorescence; active compounds read high; B-score at 10 µM;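 active means compounds whose thallium flux B-score, printed positive for inhibition, exceeds three library SD while starting fluorescence stays within three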;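 further: channel opened by potassium depolarization with thallium stimulus after 20 min compound exposure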
# Target sequence (P51787 whole entry, looked up): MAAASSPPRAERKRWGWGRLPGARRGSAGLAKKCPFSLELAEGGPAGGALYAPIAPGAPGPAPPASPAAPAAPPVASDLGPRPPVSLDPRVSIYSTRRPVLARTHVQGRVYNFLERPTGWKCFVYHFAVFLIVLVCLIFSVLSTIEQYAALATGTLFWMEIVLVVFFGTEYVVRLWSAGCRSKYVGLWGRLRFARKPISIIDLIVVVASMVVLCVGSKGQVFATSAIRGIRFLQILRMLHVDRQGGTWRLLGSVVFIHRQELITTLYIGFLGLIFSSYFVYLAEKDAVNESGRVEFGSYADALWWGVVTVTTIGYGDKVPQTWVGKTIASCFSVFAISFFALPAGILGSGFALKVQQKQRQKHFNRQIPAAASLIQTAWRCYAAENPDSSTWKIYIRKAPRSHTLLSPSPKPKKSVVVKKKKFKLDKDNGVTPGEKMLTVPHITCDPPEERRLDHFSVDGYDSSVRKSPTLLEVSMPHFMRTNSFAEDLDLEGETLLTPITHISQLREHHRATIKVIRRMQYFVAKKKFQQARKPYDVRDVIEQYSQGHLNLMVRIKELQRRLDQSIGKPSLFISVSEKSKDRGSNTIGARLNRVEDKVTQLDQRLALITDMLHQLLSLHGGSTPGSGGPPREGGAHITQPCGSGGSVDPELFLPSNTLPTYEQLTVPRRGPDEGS
# KCNK9 inh: inhibitors of human KCNK9 two-pore domain potassium channel; Q9NPC2; HEK293 KCNK9, FluxOR thallium flux fluorescence; active compounds read low; B-score at 10 µM; 310,000 tested, 1.2% active; AID 488922;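 active means ratio B-score over 3 SD below the library mean, with starting fluorescence within 5 SD of its mean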;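 further: negative B-score means less thallium flux so channel inhibition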
# PolyA inhibitor: yeast polyadenylation inhibition; AID 1875; calls only at 12 µM; S. cerevisiae SKY197-pL101 polyadenylation reporter, beta-gal luminescence; efflux-impaired pdr1/pdr3 knockout yeast; score 100 = 6 SD above DMSO; 300,000 tested, 0.02% active;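 active means lowest replicate activity score at least 50, where 100 means six control SD above control mean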;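 further: yeast exposed to compound for 9 h at 30 °C; higher score means more reporter readthrough which indicates perturbed polyadenylation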
# KCNK3 inh: human KCNK3 channel inhibition, primary screen | O14649 | 340,000 tested, 0.84% active | AID 602410 | B-score at 10 µM | CHO-KCNK3 thallium flux, FluxOR fluorescence; active compounds read low;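 active means B-score under library mean minus 4 SD, starting fluorescence ratio at most library mean plus 5 SD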;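 further: more negative B-score means stronger inhibition of thallium flux through KCNK3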
# Dyrk1A ADPGlo: Dyrk1A (rat) kinase inhibition; ADP-Glo luminescence, NFATc1 peptide; 310,000 tested, 0.43% active; inhibition, % at 12.5 µM; in the data active means inhibition above about 50%;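 further: plate controls were vehicle with enzyme for no effect and no enzyme for full effect; many of its hits are not listed in these tables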
# KCNQ1 pot: human KCNQ1 channel potentiation or activation; P51787; CHO-K1 KCNQ1, thallium flux FluxOR fluorescence; active compounds read high; B-score at 10 µM; 310,000 tested, 0.35% active; AID 2648;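 active means fluorescence ratio B-score, a plate-corrected score, at least three library SD, with initial intensity B-score within 5 SD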
#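 System: Stable KCNQ1 CHO-K1 line | Incubation: 90 min dye loading and 20 min compound exposure, both at room temperature | Measure: Ratio B score | Medium: Assay buffer for compound exposure, DMSO matched across wells | Compound dosing: Single-concentration screen | Probe or stimulus: K+/Tl+ depolarizing stimulus | Measured by: Kinetic FluxOR fluorescence, 10 s baseline plus 110 s post-stimulus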
# RGS4 inh: human RGS4 inhibition. P49798. HEK293 M3R/RGS4 inducible, Fluo-4 calcium flux; active compounds read high; triggered by carbachol at its EC20. B-score at 10 µM. 310,000 tested, 0.45% active. AID 463165;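 active means B-score, a plate-corrected calcium signal, over three deviations above library mean, with baseline fluorescence within five deviations of library mean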;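 further: RGS4 expression induced by doxycycline in cells with stable M3 receptor; B-score is computed from the integrated fluorescence ratio over baseline after carbachol; higher B-score means a larger calcium signal and so more RGS4 inhibition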
# * = called active by the depositor; i = inactive; nt = not tested or not shown.
SMILES,GSK3B inh,hERG rescue,RGS4 act,GSK3 alpha inh,KCNQ1 block,KCNK9 inh,PolyA inhibitor,KCNK3 inh,Dyrk1A ADPGlo,KCNQ1 pot,RGS4 inh
CCO[C@@H]1OC(C(=O)N2CCOCC2)=C[C@H](C)[C@H]1CCCO,1,-6,i,2,i,i,i,i,-6,i,i
Cc1ccc(NC(=O)C2CCN(S(=O)(=O)c3ccc4c(c3)CCCC(=O)N4)CC2)c(Br)c1,-3,-8,i,-1,i,i,i,i,-1,i,i
c1ccc(Oc2cnc3ccccc3n2)cc1,1,-8,i,-3,i,i,i,i,2,i,i
O=C(Nc1nc2c(ccc3ccccc32)s1)c1cc([N+](=O)[O-])ccc1N1CCOCC1,2,-4,i,2,i,i,i,nt,nt,i,i
CN(C(=O)COC(=O)CSc1ccc(C(N)=O)cc1[N+](=O)[O-])C1CCCCC1,0,-19,i,0,i,i,nt,i,6,i,i
Cc1ccc(N2C(=O)CC3(CCCC3)CC2=O)cc1,0,-10,i,-5,i,i,i,i,8,i,i
C[n+]1cc(C(=O)N2CCCCC2)ccc1/C=C/c1c[nH]c2ccccc12,0,-40,i,1,i,i,i,i,2,i,i
CCCn1c(NC(=O)C2CCN(C(=O)c3ccc(F)cc3)CC2)nc2ccccc21,-1,-12,i,-1,i,i,i,i,7,i,i
COc1ccccc1NC(=O)NC1(C)CCS(=O)(=O)C1 (stereo not given),1,-5,i,nt,i,i,i,i,-2,i,i
Cc1cc(C)nc(N2CCC(C(=O)N3CCN(c4cc(Cl)ccc4C)CC3)CC2)n1,0,-14,-7.3*,0,9*,i,i,i,-4,i,i
COc1ccc(-c2nc(C#N)c(N3CCCCCC3)o2)cc1,2,-10,i,2,i,i,i,i,-6,i,i
CN(CC(=O)Nc1ccccc1C(F)(F)F)C(=O)c1ccc(N2C(=O)CCC2=O)cc1,1,-6,i,-2,i,i,i,i,-3,i,i
Cc1cc(C)nc(NS(=O)(=O)c2ccc(NS(=O)(=O)c3ccsc3)cc2)n1,1,-5,i,-2,i,i,i,i,nt,i,i
Cc1cccc(OCc2nnc(N)s2)c1,2,-10,i,3,i,i,i,i,7,i,i
COc1cc(C(=O)N2CCN(C/C=C/c3ccccc3)CC2)cc(OC)c1C,2,-17,i,0,i,i,i,i,1,i,i
O=C(CSc1n[nH]c(=O)[nH]c1=O)NC1CC1,0,4,i,-3,i,i,i,i,1,i,i
O=C(CN1C(=O)NC2(CCCCC2)C1=O)NCc1ccc2c(c1)OCO2,3,-4,i,-2,i,i,i,i,2,i,i
CCOc1ccc(N2C(=O)CC(n3ccc(C)n3)C2=O)cc1 (stereo not given),2,-4,i,-2,i,i,i,i,7,i,i
CCOC(=O)C1=NN(C(=O)COc2ccccc2)C(O)(c2ccc(Br)cc2)C1 (stereo not given),2,1,i,0,i,-11*,i,i,-2,i,i
O=[N+]([O-])c1ccc2nc(-c3ccccc3)[nH]c2c1,-8,-7,i,1,i,i,i,i,19,i,i
COc1ccccc1CC(=O)Nc1ccc(NC(=O)c2cccs2)cc1,0,-5,i,-1,i,i,i,i,-2,i,i
N#C/C(=C/c1cn[nH]c1-c1ccc(Br)cc1)C(=O)O,-26,-6,i,8,i,i,i,i,nt,i,i
Cc1ccc(/C=C2\SC(=S)N(CC(=O)Nc3cccnc3)C2=O)cc1,0,-5,i,2,i,i,i,i,5,i,i
O=C1c2ccccc2C(=O)N1CCCP(=O)(O)CCc1ccccc1,3,-2,i,3,i,i,i,i,9,i,i
COC(CNC(=O)C1CCN(S(=O)(=O)c2cccc3nsnc23)CC1)OC,-1,-7,i,0,i,i,i,i,-2,i,i
O=C(CCc1ccccc1)NCc1ccccn1,2,-6,i,1,i,i,i,i,-1,i,i
CS/C(N)=N/C(=S)Nc1cccc(Cl)c1,0,-12,i,8,i,i,i,i,15,i,i
CCN(CC)CCCNCC(=O)Nc1cc(C)on1,-4,-7,i,0,i,i,i,i,nt,i,i
CCCCC(=O)Nc1c(-c2cccc(OC)c2)c(=O)c2ccccc2n1C,-9,-6,i,0,i,i,i,i,-3,i,i
Cn1c(O)c(N=NC(=O)CNC(=O)c2ccccc2)c2ccccc21,-2,-8,i,-1,i,i,i,i,-1,i,i
COc1ccc(-c2cc(C(=O)N3CCN(Cc4ccc5c(c4)OCO5)CC3)on2)cc1OC,-1,-6,i,0,i,i,i,i,10,i,i
CCOC(=O)c1cnc(-n2nc(C)cc2C)nc1Nc1cccc(C(=O)O)c1,1,-5,i,-6,i,i,i,i,4,i,i
CCOC(=O)c1ccc(S(=O)(=O)Nc2cc(C(=O)O)ccc2Cl)cc1,-5,-9,i,2,i,i,i,i,-2,i,i
S=C(c1cn(CCOc2cccc3ccccc23)c2ccccc12)N1CCCC1,1,-2,i,-1,i,i,i,i,-2,i,i
C[C@@H](C(=O)Nc1ccc2ccccc2c1)[C@@H]1C[C@@]1(C)[C@@H](NC(=O)c1ccccc1)c1ccccc1,-1,-7,i,1,i,i,i,i,-8,i,i
O=C(c1ccccc1)N1CCC(c2nc3c(nnn3Cc3ccccc3Cl)c(=O)[nH]2)CC1,-24,-5,i,15,i,i,i,i,3,i,i
O=[N+]([O-])c1ccc(O)c(-c2cc(C(F)(F)F)nc(-c3ccccc3)n2)c1,2,-16,i,0,7*,i,i,i,-2,i,i
COCC(C)NC(=O)c1cc2c(ccc3ccccc32)oc1=O (stereo not given),2,0,i,2,i,i,i,i,11,i,i
CSCC(=O)N1CCCC(CO)(CCCc2ccccc2)C1 (stereo not given),0,0,i,-4,i,i,i,i,-5,i,i
COc1cccc(/C=N\NC(C)=O)c1OC/C=C/c1ccccc1,1,-5,i,-4,i,i,i,i,-5,i,i

# Entries listed above printed as active in KCNK9 inh:
compound	GSK3B inh	GSK3 alpha inh	KCNQ1 block	KCNK9 inh	PolyA inhibitor	KCNK3 inh	Dyrk1A ADPGlo	KCNQ1 pot	RGS4 inh
CCOC(=O)C1=NN(C(=O)COc2ccccc2)C(O)(c2ccc(Br)cc2)C1 (stereo not given)	2	0	i	-11*	i	i	-2	i	i

# The results go on.
SMILES,GSK3B inh,hERG rescue,RGS4 act,GSK3 alpha inh,KCNQ1 block,KCNK9 inh,PolyA inhibitor,KCNK3 inh,Dyrk1A ADPGlo,KCNQ1 pot,RGS4 inh
CCOC(=O)Oc1ccc(C(=O)OCCCN(C)C)cc1OC,1,-8,i,-1,i,i,i,i,0,i,i
CC(=O)c1ccc(OCC(=O)NCC(c2ccco2)N2CCCCC2)cc1 (stereo not given),3,-17,i,7,i,i,i,i,0,i,i
O=C(Nc1cc(Cl)ccc1F)c1ccc(-n2cncn2)c([N+](=O)[O-])c1,6,-9,i,nt,i,i,i,i,7,i,i
COc1ccc(C(=O)NCCCOc2cccnc2)cc1OC1CCN(C(C)=O)CC1,-5,-10,i,0,i,i,i,i,1,i,i
O=C(Nc1ccnc(-c2cccnc2)n1)c1ccccc1Cl,1,-3,i,1,i,i,i,i,28,i,i
Cc1ccc(C)c(NC(NC(=O)c2cccnc2)C(Cl)(Cl)Cl)c1 (stereo not given),0,-3,i,-7,i,i,i,i,5,i,i
Cc1ccc(Cn2nnc3c(=O)n(Cc4cccc(C)c4)cnc32)cc1,-1,-9,i,-4,i,i,i,i,nt,i,i
Cc1cccc(C)c1NC(=O)CN(C)C(=O)CSCc1c(C)noc1C,0,-8,i,-2,i,i,i,i,8,i,i
O=C1CCCC2=C1C(c1ccncc1)Nc1ccccc1N2 (stereo not given),1,-8,i,-3,i,i,i,i,-2,i,i
CCc1ccc(C(=O)NNC(=O)CCN2CCN(Cc3ccccc3)CC2)cc1,-5,-9,i,0,i,i,i,i,4,i,i
O=C(Nc1ccccc1)N1CCC(C(=O)N2CCN(S(=O)(=O)c3cccc(F)c3)CC2)CC1,1,-18,i,1,i,i,i,i,-2,i,i
CCOc1ccccc1NS(=O)(=O)c1cccc2nsnc12,-1,-7,i,-3,i,i,i,i,-5,i,i
Cc1ccc(/C=N\NC(=O)CC(=O)NCCc2ccccc2)cc1,nt,-2,i,2,i,i,i,i,0,i,i
Cc1ccc(NC(=O)C2CC(=O)N(C(C)C)C2)cc1C (stereo not given),-2,-8,i,-1,i,i,i,i,6,i,i
Cc1ccc(S(=O)(=O)Nc2ccccc2C(=O)N2CCCCC2C)c(C)c1NS(C)(=O)=O (stereo not given),nt,-11,i,0,i,i,i,i,3,i,i
O=C(CSc1nnc(-c2ccc(Cl)cc2)n1-c1ccccc1)N/N=C/c1ccccc1C(=O)O,2,-9,i,-1,i,i,i,i,-3,i,i
CC1CCCC(C)N1C(=O)COC(=O)c1ccc(F)c(S(=O)(=O)N2CCOCC2)c1 (stereo not given),0,-11,i,2,i,i,i,i,1,i,i
CC(=O)OCc1c(F)c(F)c(-n2nc(C)cc2C)c(F)c1F,1,-5,i,-1,i,i,i,i,1,i,i
Cc1cc(C)c(S(=O)(=O)N2CCN(c3ccccc3)CC2)c(C)c1,1,-8,i,1,i,i,i,i,0,i,i
Nc1nnc(SCC(=O)N2CCCCC2)s1,-3,-12,i,3,i,i,i,i,1,i,i
CCOC(=O)N1c2ccccc2C=CC1OCC (stereo not given),4,-6,i,0,i,i,i,nt,nt,i,i
COc1ccc(OC)c2[nH]c(=O)c(CCNC(=O)C(=O)c3c[nH]c4ccccc34)cc12,-1,-12,i,0,i,i,i,i,-3,i,i
O=C(N/N=C/c1sc(=O)n(-c2ccccc2)c1Cl)c1ccncc1,-4,-11,i,-2,i,i,i,i,2,i,i
CCCN(Cc1cc2ccc(C)cc2[nH]c1=O)C(=O)c1cccnc1,3,-3,i,2,i,i,i,i,3,i,i
COc1ccc(S(=O)(=O)N2CCN(C)CC2)cc1Br,2,-6,i,0,i,i,i,i,6,i,i

# Screening results from PubChem.

# Not all compounds are listed; the hit share may differ from the screen's.
